Bioassay records as filed in PubChem.
Vif inh: HIV Vif self-association inhibitors, primary screen, imaging, HEK293T, single point | HEK293T cells, Vif self-association by quenched fluorescence, 24 h | inhibition, % at 7.49 µM | 0.35% of 340,000 active; in the data active = inhibition above about 50%, passing the limit was not always enough; also: some results filed as inactive read as strong as hits
ABCB6 inh 2: ABCB6 transporter inhibitors, primary screen, K562-ABCB6 cells, flow cytometry, MLPCN library; K562-ABCB6 porphyrin accumulation, 1 h; stronger effect = lower value; ATP-binding cassette sub-family B member 6 (Homo sapiens), Q9NP58; AID 602162, 2011; fluorescence ratio to DMSO, % at 10 µM; 0.19% of 360,000 active;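 active = fluorescence ratio to DMSO below 75%, the collection mean minus 3 SD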;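 also: signal is porphyrin accumulated inside mitochondria; 100% equals median channel fluorescence of DMSO control wells; lower ratio means ABCB6 inhibition with less porphyrin fluorescence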
CaV13 FRET inh: Disruptors of the CACNA1D IQ motif to Ca2+-dependent inactivation inhibitor domain association, primary screening, Förster resonance energy transfer in intact living …; 0.098% of 340,000 active; HEK cells, CFP/YFP FRET ICDI-IQ, plate reader, 10 min; percent FRET-ratio fall versus neutral wells; inhibition, % at 12.3 µM;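 active = mean replicate inhibition of at least 30% and at least 1% of replicates passing that level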;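 also: 0% = median of the neutral control wells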
aDG glyco up: activators of alpha-DG glycosylation, primary screen, uHTS, Pro5-aDG cells, AlphaScreen; activation, % at 10 µM; alpha-DG glycosylation AlphaScreen (IIH6); 0% Pro5, 100% B10-LARGE cell signal; 0.22% of 360,000 active;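 active = activation of at least 8% versus controls, or a plate z-score of at least 8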;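 also: Pro5 are CHO cells carrying HIG-tagged alpha-DG that lacks glycosylation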
HTR2A ag: mouse Htr2a agonists via beta-arrestin recruitment, primary screen, cell-based, luminescence; 5-hydroxytryptamine receptor 2A (Mus musculus), P35363; CHO-K1 mHTR2A beta-arrestin complementation; percent of 30 µM serotonin response; activation, % at 7.6 µM; 0.66% of 360,000 active; AID 624169, 2012;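 active = activation above a run cutoff, the mean activation of all tested compounds plus 3 SD, cut at about 14% in these data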;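 also: 0% = plate median of compound wells and 100% = 30 µM serotonin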
Target sequence (P35363 whole entry, looked up): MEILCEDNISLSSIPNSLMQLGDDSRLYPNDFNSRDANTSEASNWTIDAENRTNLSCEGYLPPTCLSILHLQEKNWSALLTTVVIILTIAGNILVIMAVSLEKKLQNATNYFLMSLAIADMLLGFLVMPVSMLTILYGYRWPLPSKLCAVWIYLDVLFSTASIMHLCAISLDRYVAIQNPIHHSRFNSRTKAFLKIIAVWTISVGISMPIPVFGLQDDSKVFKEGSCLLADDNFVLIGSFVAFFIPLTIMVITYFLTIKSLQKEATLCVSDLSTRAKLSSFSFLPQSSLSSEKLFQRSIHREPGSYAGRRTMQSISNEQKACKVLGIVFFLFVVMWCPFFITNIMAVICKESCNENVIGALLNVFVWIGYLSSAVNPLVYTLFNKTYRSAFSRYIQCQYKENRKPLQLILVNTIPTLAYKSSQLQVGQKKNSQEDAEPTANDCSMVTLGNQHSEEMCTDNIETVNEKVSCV
Glyco luc inh: increase of ERlucT glycosylation luciferase signal, primary screen, N-linked glycosylation inhibitor project, D54 ERlucT cells, luminescence, set 2 | D54 ERlucT glycosylation luciferase reporter, 24 h; percent of 100 nM tunicamycin response | reporter increase, % at 12.5 µM | 0.23% of 360,000 active;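 active = mean luciferase reporter signal, scaled so untreated is 0 and the glycosylation-blocking control 100, at or above a set limit in every replicate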;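 also: luciferase carries N-glycosylation sites so blocking glycosylation raises the light; 0% = median of neutral control wells and 100% = median of 100 nM tunicamycin wells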
hiPSC survival: enhancers of single-cell hiPSC survival, primary screen, ATPlite luminescence; 100% = ROCK inhibitor wells, 0% = DMSO; survival enhancement, % at 20 µM; 0.044% of 360,000 active; in the data active = survival enhancement above about 18%;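 also: cells exposed to compounds for 16 hours before the ATP read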
H9c2 protect: cardioprotection against H2O2-induced cell death, primary screen, uHTS, H9c2 cells, ATPLite luminescence; H9c2 cardiomyocytes, H2O2 injury protection, 2 h; protection from H2O2 cell death, % at 20 µM; 0.63% of 360,000 active; AID 588492, 2011;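 active = compounds giving at least 50% protection of heart cells from peroxide-induced death in the single-dose screen, raw or plate-pattern-corrected value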;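 also: 0% = DMSO wells with peroxide and 100% = DMSO wells without peroxide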
Granule exo inh: LAMP-1 surface exposure blockers, TALL-104 cells – cell-based, flow cytometry, MLPCN library, primary screen; AID 651702, 2012; TALL-104 LAMP-1 surface exposure; cells stimulated with thapsigargin and PMA; 0.66% of 360,000 active; inhibition, % at 10 µM;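 active = inhibition above about 55%, limit read from the data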
PDI turbidity: inhibitors of human PDI, primary screen, biochemical, turbidity, single point, plate reader; PDI insulin aggregation turbidity, A650, 90 min; inhibition, % at 10 µM; 0.052% of 350,000 active; AID 588391, 2011;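 active = mean inhibition across replicates of 30% or more, whatever share of single replicates reach that level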;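 also: absorbance from insulin aggregation driven by PDI reduction with DTT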
Target sequence (P07237 whole entry, looked up): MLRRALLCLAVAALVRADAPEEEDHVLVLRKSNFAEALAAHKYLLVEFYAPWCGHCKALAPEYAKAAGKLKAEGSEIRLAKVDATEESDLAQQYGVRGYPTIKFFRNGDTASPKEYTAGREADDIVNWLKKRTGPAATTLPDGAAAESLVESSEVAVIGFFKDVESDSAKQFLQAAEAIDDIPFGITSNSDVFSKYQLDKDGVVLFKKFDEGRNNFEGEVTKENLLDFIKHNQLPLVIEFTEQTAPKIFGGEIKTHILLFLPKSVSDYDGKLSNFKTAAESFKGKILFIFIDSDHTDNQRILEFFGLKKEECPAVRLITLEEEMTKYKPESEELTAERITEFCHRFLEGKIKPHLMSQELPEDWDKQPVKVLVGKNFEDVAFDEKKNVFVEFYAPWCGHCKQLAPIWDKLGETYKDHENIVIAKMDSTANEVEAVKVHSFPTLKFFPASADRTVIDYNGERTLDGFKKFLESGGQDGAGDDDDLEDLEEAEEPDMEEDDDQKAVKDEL
Starred values were filed as active, the others as inactive; x = not tested or not shown.

compound	HTR2A ag	ABCB6 inh 2	hiPSC survival	Vif inh	CaV13 FRET inh	PDI turbidity	Granule exo inh	H9c2 protect	Glyco luc inh	aDG glyco up
COC(=O)c1ccc(NC(=O)c2ccccc2NS(C)(=O)=O)cc1	3	106	0.1	5	x	-10	-5	-7	0	-0.1
COc1ccccc1Nc1nnc(SCC(=O)NC(=O)Nc2ccc3c(c2)OCCO3)s1	-1	110	3.8	7	-3	-31	-3	10	14	-0.2
CN1CCN(c2ccc(CNS(=O)(=O)Cc3ccc(Cl)cc3)cc2)CC1	-7	97	-0.8	0	-4	-5	-2	-4	-1	0.1
Cn1nc(C(=O)OCC(=O)N2CCc3ccccc32)c2ccccc2c1=O	0	102	-1.1	2	-8	3	0	5	6	-0.2
CC(=O)Nc1ccccc1-c1cccc2nccn12	0	98	-0.8	-9	-5	-2	-4	9	2	-0.3
O=C(NCC1CCN(c2ccc(S(=O)(=O)N3CCOCC3)cc2)CC1)c1ccc(Cl)cc1	-3	96	-1.3	-15	x	1	2	-23	0	1.3
COc1ccc(CNc2cc(C)ccn2)c(O)c1	2	97	-0.5	29	-5	-2	-14	-8	0	-0.1
CCOC(=O)c1ccc(OCC(=O)c2ccc(O)cc2O)cc1	11	102	-3.8	-5	x	-4	-3	-22	-1	-0.6
CCOC(CNc1ncnc2sc(-c3ccccc3)cc12)OCC	-2	99	-0.5	-4	-22	-1	0	0	-3	0.3
COc1ccc(S(=O)(=O)N2CCCCC2)cc1NC(=O)CCCNC(=O)c1ccc(Cl)cc1	-2	95	-0.2	1	-17	9	0	2	-1	0.1
FC(F)Oc1ccc(NC(=S)NN2CCOCC2)cc1	-3	98	4.5	-11	-4	-12	0	3	1	-0.2
COc1ccc(N(CC(=O)N/N=C/c2ccc(-c3ccc([N+](=O)[O-])cc3)o2)S(=O)(=O)c2ccc(C)cc2)cc1	12	83	0.5	10	-4	-16	-1	-2	-5	0.7
Cn1c(C(=O)NCCCN2CCN(c3ccccc3F)CC2)cc2c(=O)n(C)c3ccccc3c21	13	104	-0.7	4	-3	x	4	8	8	0.0
O=C(CCC1COc2ccccc2O1)Nc1ccccn1 (configuration not stated)	-4	98	0.4	6	-1	0	-1	-3	0	-0.2
COc1ccccc1C1=NOC(COC(=O)c2ccc([N+](=O)[O-])cc2)C1 (configuration not stated)	-3	98	-0.3	11	-5	1	9	-3	3	0.0
COc1ccccc1C(=O)NC(=O)COC(=O)C1CC1	9	101	-0.5	-2	-5	0	-3	13	-1	-0.2
COc1ccc(N2CCN(C3CCCN(C(=O)CN4CCCCC4=O)C3)CC2)cc1 (configuration not stated)	3	103	-0.5	-9	-3	14	-1	4	1	0.3
CCC(=O)c1ccc(OCc2ccc(C#N)cc2)cc1	-5	98	2.5	-2	-5	-3	2	-5	-1	1.2
CCCCN(Cc1ccccc1)C(=O)c1cnc2n(c1=O)CCS2	-5	93	-0.7	x	x	11	-1	-6	1	-0.2
Cc1c(NC(=O)CN2C(=O)NC(C)(c3ccc4c(c3)OCCO4)C2=O)c(=O)n(-c2ccccc2)n1C (configuration not stated)	5	107	3.0	-2	-5	19	-5	1	2	-0.1
O=C1NCC(Nc2ccc(Br)cc2)C(=O)N1 (configuration not stated)	-3	95	3.2	2	-6	-4	-5	1	2	0.0
CCOc1ccccc1NC(=O)CC1(CC(=O)N2CCOCC2)CCCC1	3	106	-0.5	-4	-6	1	0	-8	1	0.1
Cc1cc2ncc(C(=O)Nc3ccsc3C(=O)O)c(C)n2n1	2	99	-0.1	17	3	4	0	9	-3	-0.3
Cc1ccc(CNS(=O)(=O)N(C)C)cc1	-4	101	1.1	1	-6	-1	-4	-4	-1	-0.3
Cc1ccc(NC(=O)C(C)N2CCCc3ccccc32)cc1S(=O)(=O)N1CCOCC1 (configuration not stated)	-5	100	-1.1	10	-5	1	-3	1	-11	0.3
CN1CCN(S(=O)(=O)c2cccc(C(=O)N(C)CC(=O)Nc3ccc(Cl)c(Cl)c3)c2)CC1	-8	99	-0.5	2	-2	1	-1	-16	1	0.3
CCOc1ccc(CNC(=O)CCC(=O)n2ncc3ccc(Cl)cc32)cc1	4	99	0.2	-3	-8	x	1	2	3	-0.1
CCC(c1nnnn1C(C)(C)C)N1CCN(c2cc(Cl)ccc2C)CC1 (configuration not stated)	2	111	7.2	19	-1	3	3	-27	-2	0.9
COc1cc(C(=O)NNC(=O)c2cc(C)[nH]n2)cc(OC)c1OC	6	95	-2.6	2	28	2	-2	-4	1	0.2
NC(=O)CC(NC(=O)c1cccc(Br)c1)c1ccc(N2CCCCCC2)c([N+](=O)[O-])c1 (configuration not stated)	-7	95	-1.7	-1	-13	6	-3	-5	0	-0.2
CCOc1ccccc1NC(=O)c1c(NC(=O)CCC(=O)O)sc2c1CCCCC2	0	118	0.9	-1	-9	-4	27	-1	-2	-0.1
CCN1CCc2c(sc(NC(=O)c3ccc(S(=O)(=O)N4CC(C)OC(C)C4)cc3)c2C(N)=O)C1 (configuration not stated)	-6	105	-0.3	-3	-1	7	0	2	0	17*
Cc1c(-n2c(CN3C(=O)c4ccccc4C3=O)nc3ccccc3c2=O)c(=O)n(-c2ccccc2)n1C	-2	99	-1.1	4	x	-1	-1	2	2	-0.3
CCOC(=O)C1CCN(C(=O)CCc2c(C)nc3ncnn3c2C)CC1	0	98	8.6	15	-4	5	-1	-2	-2	0.0
Cc1ccccc1NC(=O)c1cc(=O)c2ccccc2o1	0	103	-3.2	-9	-4	5	7	14	-2	0.0
O=C(c1ccco1)N1CCN(Cc2ccccc2Br)CC1	16*	103	-0.2	-10	-3	-10	4	5	-2	0.1
COc1ccc(N2C(=O)CNC2=S)cc1	1	106	0.0	-11	-2	2	-1	6	2	-0.4
Cc1ccc(C(=O)N2[C@@H]3CN(C)C(=O)[C@@]2(C)[C@H]2C(=O)N(C)C(=O)[C@@H]32)cc1	5	101	1.3	-5	-9	0	5	2	3	-0.1
COc1cc(/C=N/NC(=O)c2cnccn2)ccc1O	6	103	2.1	-2	-4	5	1	0	0	-0.1
Cc1cc(NC(=O)c2cccc(Cl)c2)n[nH]1	7	99	0.0	-15	-5	5	0	-4	0	-0.2
Cc1c2cnn(CC(=O)N3CCOCC3)c(=O)c2c(C)n1Cc1ccccc1F	4	90	3.5	6	-6	x	4	8	2	-0.2
CC(C)(C)c1cc(NCCCn2ccnc2)n2ncc(-c3ccc(Cl)cc3)c2n1	-4	109	2.6	-3	-5	11	25	-14	-9	2.3
CCOc1ccc(C(C)NC(=O)c2ccc3c(c2)NC(=O)C(C)S3)cc1OCC (configuration not stated)	2	102	7.5	7	-3	-3	4	-3	3	-0.1
O=C(NCCO)c1ccc(-c2cnc3cccnn23)cc1	2	96	1.6	1	-6	-7	2	1	-2	0.0
S=c1cn[nH]c2ccccc12	3	98	-0.9	-8	-5	4	5	44	4	0.0
CCN(CC)C(=O)C1=C(C)N(Cc2ccc(C(C)(C)C)cc2)C(=O)C(CC(=O)NCC2CCCCC2)C1 (configuration not stated)	0	103	-1.2	-2	-2	3	-7	-4	8	0.2
Cc1ccc(NCc2nnc(SCC(=O)c3ccccc3)n2Cc2ccco2)c(C)c1	-4	100	2.4	-2	-5	1	-1	-2	-4	0.2
C=CCNC(=O)C(=O)NCC1CCCN1S(=O)(=O)c1cccs1 (configuration not stated)	3	99	-0.2	x	-7	-10	-4	9	0	0.0
Cc1cc(N2CCN(C)CC2)nc2ccc(NC(=O)CCC(=O)NCCc3ccc(Cl)cc3)cc12	-9	100	-0.4	13	-3	-5	-7	8	-4	0.2
Cc1ccccc1-c1coc2cc(O)ccc2c1=O	0	89	-2.2	-4	x	6	-2	2	1	-0.2
O=C(CN1CCCCC1)Nc1ccc(Br)cc1[N+](=O)[O-]	5	97	0.7	0	-5	2	-2	-12	-1	-0.2
COc1ccc(N2CCN(C(C)=C3C(=O)c4ccccc4C3=O)CC2)cc1	9	102	-0.7	-7	-10	6	12	11	-2	0.0
O=c1c2c(ncn1CCO)nc1n2CCC1	2	85	1.1	-3	-4	5	0	1	2	0.1
CCn1c(SCC(=O)N(C)CCC#N)nc2cc(S(=O)(=O)N3CCOCC3)ccc21	1	98	-0.3	2	-16	1	-8	0	-2	0.1
CC(C)n1c(CNC(=O)c2ccccc2F)nnc1SCC(=O)NC1CCCCC1	-2	103	-0.9	53*	-3	-4	-2	0	0	-0.1
O=C(COC(=O)c1cccc(Cl)c1Cl)NCc1cccs1	-7	98	1.4	-12	-2	-13	0	8	1	0.1
c1ccc(Cn2cc(CNc3ccccc3)nn2)cc1	-2	93	-1.5	-3	-12	-3	7	6	2	-0.1
COC(=O)c1ccc(CSc2nnc(NC(=O)C3CCCO3)s2)cc1 (configuration not stated)	-1	104	-1.2	0	-5	19	-1	-13	1	0.1
COc1ccc(NC(=O)c2cc(=O)[nH]c3ccccc23)cc1S(=O)(=O)N1CCOCC1	0	90	1.2	x	-14	2	1	12	4	0.1
COC(=O)c1ccc(C)c(NS(=O)(=O)c2ccc3c(c2)OCCO3)c1	-1	98	-1.2	x	x	1	0	2	31*	-0.1

The list goes on:
compound	HTR2A ag	ABCB6 inh 2	hiPSC survival	Vif inh	CaV13 FRET inh	PDI turbidity	Granule exo inh	H9c2 protect	Glyco luc inh	aDG glyco up
COC(CNC(=O)c1ccc2c(=O)n(Cc3ccc4c(c3)OCO4)c(=S)[nH]c2c1)OC	-4	92	0.7	-21	-4	-3	-13	-2	-1	0.1
COC(=O)C[C@H]1C=C[C@@H](NC(=O)Nc2c(C)noc2C)[C@@H](CO)O1	-3	x	x	x	-4	x	11	x	x	-0.3
COc1ccc(-c2ccccc2)cc1NC(=O)c1ccncc1	-8	95	-0.4	-9	-10	-7	-4	-5	3	-0.2
Cc1cccc(C(=O)Nc2ccc(NC(=O)c3cccc(C)c3)cc2)c1	7	99	-1.4	-1	-11	5	-1	7	-1	1.7
COc1cccc(CNC(=O)c2nnn(CC(=O)Nc3cccc(C)c3)c2N)c1	18*	99	-0.2	-9	-3	1	-4	-2	0	0.1
COc1ccc(S(=O)(=O)Nc2ccc(S(=O)(=O)Nc3cc(C)nc(C)n3)cc2)cc1OC	5	100	0.2	-11	-7	-4	21	-2	1	-0.1

Single values from the results shown.
In Glyco luc inh, `O=C(CCC1COc2ccccc2O1)Nc1ccccn1` (configuration not stated) is listed with 0
In Vif inh, `O=C(COC(=O)c1cccc(Cl)c1Cl)NCc1cccs1` is listed with -12
